# Source: PubChem
# BoNT-F LC inh = inhibitors of Botulinum neurotoxin F light chain protease; 360,000 compounds, 0.22% hits; Multiplex microsphere protease cleavage assay, flow cytometry; inhibition, % at 10 µM; in the data active = inhibition above about 35%, passing the limit was not always enough; inconclusive = no clear call, values can overlap the other calls; note: plate controls were buffer without enzyme for full effect and enzyme alone for no effect
# BoNT-A LC inh2 = blocks Botulinum neurotoxin A light chain protease; multiplex microsphere protease substrate cleavage, flow cytometry; inhibition, % at 10 µM; 360,000 compounds, 0.17% hits; AID 588499; in the data active = inhibition above about 30%; inconclusive = no clear call, values can overlap the other calls; note: plate controls were buffer without enzyme for full effect and enzyme alone for no effect
# UGM FP inh = inhibitors of M. tuberculosis UDP-galactopyranose mutase | AID 504406 | P9WIQ1 | inhibition, % at 10 µM | purified UGM, fluorescence polarization probe displacement | 320,000 compounds, 0.06% hits; in the data active = inhibition above about 10%, passing the limit was not always enough; inconclusive = no clear call, values can overlap the other calls
# Target sequence (P9WIQ1 whole entry, looked up): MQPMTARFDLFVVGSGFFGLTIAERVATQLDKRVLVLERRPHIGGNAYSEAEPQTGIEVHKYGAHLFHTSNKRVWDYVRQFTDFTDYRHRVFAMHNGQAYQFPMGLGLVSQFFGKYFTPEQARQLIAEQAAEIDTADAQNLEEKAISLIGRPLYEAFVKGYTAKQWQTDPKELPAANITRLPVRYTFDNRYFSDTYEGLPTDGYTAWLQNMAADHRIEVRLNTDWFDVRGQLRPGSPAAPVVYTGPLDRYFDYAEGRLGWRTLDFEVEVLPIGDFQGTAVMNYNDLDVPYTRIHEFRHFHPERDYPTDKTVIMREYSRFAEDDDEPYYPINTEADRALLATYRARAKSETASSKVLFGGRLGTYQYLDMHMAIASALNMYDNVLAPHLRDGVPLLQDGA
# GDH-TPI inh = counter-screen for M. tuberculosis FBA inhibitors: GDH-TPI coupled enzymes. AID 588335. inhibition, % at 4.8 µM. GDH-TPI coupled enzyme counterscreen, NADH absorbance. 360,000 compounds, 1.2% hits;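 note: 0% = DMSO wells and 100% = wells lacking the enzyme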
# FBA Mtb inh = Mtb fructose-bisphosphate aldolase inhibition; P9WQA3; purified M. tuberculosis FBA, fluorescence read-out; inhibition, % at 1 µM; 360,000 compounds, 2.3% hits; in the data active = inhibition above about 27%;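 note: 0% = vehicle and 100% = reference inhibitor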
# Target sequence (P9WQA3 whole entry, looked up): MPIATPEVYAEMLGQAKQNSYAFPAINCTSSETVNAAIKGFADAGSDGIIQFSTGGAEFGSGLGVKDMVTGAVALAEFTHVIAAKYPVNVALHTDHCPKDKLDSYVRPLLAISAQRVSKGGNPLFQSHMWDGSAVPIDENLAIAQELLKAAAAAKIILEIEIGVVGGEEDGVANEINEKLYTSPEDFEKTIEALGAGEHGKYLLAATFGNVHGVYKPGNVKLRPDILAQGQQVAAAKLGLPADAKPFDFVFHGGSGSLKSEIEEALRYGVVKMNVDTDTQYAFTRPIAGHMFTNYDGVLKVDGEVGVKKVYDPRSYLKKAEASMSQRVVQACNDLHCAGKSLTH
# FadD28 binding = M. tuberculosis FadD28 bisubstrate binding inhibition; FadD28 bisubstrate probe binding, fluorescence polarization; inhibition, % at 12.5 µM; 360,000 compounds, 0.22% hits; AID 588549; in the data active = inhibition above about 8.5%, passing the limit was not always enough; inconclusive = no clear call, values can overlap the other calls
# BioA inh = BioA (M. tuberculosis) enzyme inhibition | purified M. tuberculosis BioA enzyme, plate reader | inhibition, % at 9.99 µM | 360,000 compounds, 0.096% hits; in the data active = inhibition above about 40%; inconclusive = no clear call, values can overlap the other calls
# CCHF vOTU inh = blocks the CCHF virus ovarian tumor domain protease; CCHFV vOTU protease, Pep-AMC fluorescence; inhibition, % at 11.5 µM; 370,000 compounds, 0.55% hits; note: 0% = vehicle wells with enzyme and 100% = no enzyme wells
# PrPC TRFRET = cell surface PrPC inhibition, primary TR-FRET screen. TR-FRET read-out. inhibition, % at 13.8 µM. P04156. 370,000 compounds, 0.43% hits; in the data active = inhibition above about 24%; note: 0% = median of the test wells and 100% = reference compound wells
# * marks the source's active call; other numbers are inactive results; u = inconclusive; x = no result given; & = joins results of further samples. Cut-off read from the data, not from the text of the source, unless noted: active = inhibition above about 30%; inactive = the rest.
No.	SMILES	BoNT-F LC inh	BoNT-A LC inh2	UGM FP inh	GDH-TPI inh	FBA Mtb inh	FadD28 binding	BioA inh	CCHF vOTU inh	PrPC TRFRET
1	CC(Sc1nnc(-c2cccs2)n1-c1ccccc1)C(=O)NCc1ccc2c(c1)OCO2 (stereo not drawn)	-7	0.4	-1.3	14	4	-2.6	-0.9	11	-5
2	O=C(C1CCCN1S(=O)(=O)c1cccc2cccnc12)N1CCn2c1nc1ccccc12 (stereo not drawn)	-23	-2.0	-0.8	8	4	-0.5	1.7	x	x
3	COc1ccc(NC(=S)N(Cc2cccnc2)Cc2ccco2)cc1	-2	-0.4	-1.1	4	1	-1.9	x	2	8
4	CCCN(C1CCS(=O)(=O)C1)S(=O)(=O)c1cc(OC)ccc1OC (stereo not drawn)	-10	-0.7	0.0	7	4	-1.7	1.3	-8	-4
5	CCOC(=O)c1c(NC(=O)Cn2cnc([N+](=O)[O-])n2)sc2c1CCC(C)C2 (stereo not drawn)	-8	-1.5	1.2	3	-5	-1.1	-0.6	8	5
6	O=C(CCN1C(=O)c2ccccc2C1=O)N1CCN(c2ccccc2)CC1	8	0.5	-2.6	-7	-1	-2.5	0.9	-6	-4
7	CN(C)CCCN(C(=O)c1ccc(S(=O)(=O)N2CCc3ccccc3C2)cc1)c1nc2c(F)cc(F)cc2s1	u	4.1	-0.6	7	1	-4.5	-1.8	x	x
8	NC(=O)CN1CCOCCOCCOCCOCCOCC1	-5	-1.6	-1.3	10	1	-0.6	-1.2	0	1
9	O=C(CN(c1ccccc1)S(=O)(=O)c1ccccc1[N+](=O)[O-])Nc1cccnc1	-4	-0.3	2.1	5	4	-2.2	2.8	-17	-4
10	CCOc1ccc2nc(Nc3nc4ccc(NC(C)=O)cc4s3)sc2c1	0	1.1	-1.2	19	45*	-1.3	x	-37	4
11	O=C(COC(=O)c1cnccn1)N=c1sccn1Cc1ccccc1Cl	-3	2.3	0.5	-2	-1	-1.7	1.4	-10	-1
12	COc1ccc2nc(NC(=O)c3cccc(OCc4c(C)noc4C)c3)sc2c1	-4	0.9	-0.1	9	6	-9.7	-1.8	3	5
13	C=CCNc1nc(C(=O)OCC(=O)Nc2c(Cl)cccc2C(F)(F)F)cs1	9	-1.9	-0.2	4	3	-2.2	-0.1	6	2
14	CCOc1ccccc1NC(=O)c1cccc(S(=O)(=O)N(Cc2ccccc2)c2ccccc2OC)c1	-2	0.2	1.5	9	-3	0.9	-2.3	9	4
15	COc1cccc(Cn2c(=O)c3[nH]cnc3n(-c3ccccc3C)c2=O)c1	u	u	-0.3	-8	2	-1.8	0.5	9	1
16	COc1ccc(NC(=O)COc2cccc3c2OC(C)(C)C3)c(OC)c1	-8	-2.8	x	1	0	-0.7	-0.1	3	12
17	COc1cc2[nH]c(=S)n(C3CCN(Cc4ccccc4)CC3)c(=O)c2cc1OC	3	-1.4	-0.3	1	0	-0.4	-0.6	0	1
18	O=C(/C=C\c1ccccc1OC(=O)c1ccccc1F)c1cc2ccccc2o1	16	3.1	1.1	26	-1	-1.5	4.6	-19	-12
19	Nc1nc2ccccc2nc1N1CCCC1	42*	32*	-2.7	21	-1	-0.8	0.1	2	-7
20	Cc1ccc(OCC(=O)OC(C)C(=O)NC2CCCCC2C)cc1C (stereo not drawn)	4	-0.6	-2.2	6	3	-2.2	-3.4	17	-10
21	Nc1ccc2c(c1)C(=O)N(CCCC(=O)O)C2=O	-4	-0.6	-1.3	4	0	-1.9	0.1	-1	-7
22	Cc1c(O)ccc2c(CN3CCN(C/C=C/c4ccccc4)CC3)cc(=O)oc12	-8	0.5	-1.4	0	64*	-5.8	x	-55	-4
23	Cc1cc(C)cc(NC(=O)Cn2nnc(C(=O)NCc3cccs3)c2N)c1	0	0.5	-0.6	0	-3	0.6	x	-10	-125
24	CC(C)(C)C(=O)NC1(C(F)(F)F)NC(=O)N(c2ccc(F)cc2)C1=O (stereo not drawn)	-2	-0.5	1.5	-9	1	-0.2	-0.7	2	-1
25	COC1=C(Br)C(=O)c2nc(C)ccc2C1=O	5	-1.1	x	-6	-2	-0.3	-2.0	115*	-21
26	O=C(Nc1ccc(S(=O)(=O)N2CCOCC2)cc1)c1ccc2ncsc2c1	-10	-1.2	-3.2	-3	-7	-4.8	x	12	0
27	COc1ccc(C(C)=O)cc1COC(=O)c1ccc2c(c1)OCCO2	2	2.9	2.7	3	1	-2.4	-0.7	3	-4
28	C=CCN1C(=O)C(CC(=O)NCC)SC1=Nc1ccccc1CC (stereo not drawn)	-6	-3.2	0.2	3	0	-0.5	-5.3	-8	-3
29	COC(=O)CSc1nnc(-c2ccc(S(=O)(=O)NCc3cccs3)cc2)o1	4	2.3	-4.4	-15	-1	-2.1	-1.7	-8	1
30	CCC(C)NS(=O)(=O)c1ccc(S(=O)(=O)Nc2cc3c(cc2C(C)=O)OCO3)cc1 (stereo not drawn)	6	-0.1	1.0	15	0	0.0	-1.8	-12	2
31	Cc1cccn2c(=O)c3cc(C(=O)NC(C)c4ccccc4)c(=N)n(CCCn4ccnc4)c3nc12 (stereo not drawn)	-5	0.0	-0.9	0	161*	-5.1	x	-113	-17
32	NS(=O)(=O)c1cccc(NC(=O)COC(=O)CCN2C(=O)c3ccccc3C2=O)c1	-2	-5.1	2.4	1	-1	-3.3	-0.1	3	5
33	COc1ccc(Cn2nnnc2C(c2ccccc2)N2CCN(C3CCCC3)CC2)cc1 (stereo not drawn)	0	0.2	x	7	1	-0.8	-0.7	-1	-3
34	O=C(c1ccc(F)cc1)c1cnc(Nc2ccccc2)s1	-5	-0.4	0.2	7	-2	-3.8	x	-3	6
35	Cc1nnc(NC(=O)c2ccccc2NC(=O)c2ccccc2)s1	u	0.1	0.4	-7	1	-4.1	-1.8	-9	2
36	CCC(=O)N1c2ccc(S(=O)(=O)N3CCN(c4ccccc4Cl)CC3)cc2CC1C (stereo not drawn)	-1	1.6	5.6	10	0	-3.7	-1.3	11	2
37	Nc1c(C(=O)NC2CCCCC2)nsc1C(=O)OCC(=O)NC1CCCCC1	-4	-0.8	-3.2	11	0	0.6	0.9	1	-6
38	Cc1nnc(SCC(=O)NCCOc2ccc(Cl)cc2)n1-c1ccccc1	1	-0.9	-1.5	0	-2	-0.4	0.5	3	3
39	COc1ccccc1CNC(=O)CN1C(=O)c2cccc(N)c2C1=O	0	-0.3	0.1	1	6	x	-0.8	-34	-16
40	CCCC(=O)N1CCCC1(C)C(=O)Nc1cc(C)ccc1C (stereo not drawn)	0	0.0	x	7	-1	-2.8	-1.6	-4	5
41	COCCCNC(=O)CS(=O)(=O)Cc1nc(-c2ccccc2C)oc1C	-6	-0.6	-1.6	0	-1	-4.7	-1.4	9	6
42	CC(=O)C1=C(C)NC(SCC(N)=O)=C(C#N)C1c1ccco1 (stereo not drawn)	-11	-1.6	-1.6	7	-1	-0.3	3.3	2	2
43	Cc1ccccc1-c1nc(S(=O)(=O)c2ccccc2)c(NCCN2CCOCC2)o1	3	-0.5	x	11	-1	-0.8	1.1	7	2
44	c1ccc(-c2csc(NC3=NCCCCC3)n2)cc1	0	-0.5	0.3	11	-5	-0.5	-1.2	-1	5
45	CC(=O)N1N=C(c2cccnc2)OC1c1ccccc1Cl (stereo not drawn)	0	0.0	-1.1	7	3	-2.9	1.1	-4	3
46	O=C(COC(=O)c1ccc2ccccc2n1)Nc1ccccc1Br	2	-0.6	0.1	-3	-3	-2.4	-0.5	-12	-3
47	CCNC(=S)Nc1ccc2c(c1)c(=O)n(C)n2-c1ccc(C(C)(C)C)cc1	1	0.0	x	2	23	-3.7	-0.4	-9	-1
48	COc1ccc(-c2ccc(CCC(=O)O)n2-c2cc(OC)ccc2OC)cc1	-5	-0.1	x	4	1	1.1	3.4	2	4
49	O=C(O)CC1c2ccccc2CCN1S(=O)(=O)c1ccccc1 (stereo not drawn)	4	0.7	-1.4	-1	1	0.7	0.3	-15	10
50	CCOc1ccc(S(=O)(=O)N2CCN(C(=O)c3cc4c(s3)CCCC4)CC2)cc1	-14	-0.6	2.3	4	6	2.0	-3.3	6	2

# Ordered by number of heavy atoms (highest first): part of the list above.
No.	SMILES	BoNT-F LC inh	BoNT-A LC inh2	UGM FP inh	GDH-TPI inh	FBA Mtb inh	FadD28 binding	BioA inh	CCHF vOTU inh	PrPC TRFRET
9	O=C(CN(c1ccccc1)S(=O)(=O)c1ccccc1[N+](=O)[O-])Nc1cccnc1	-4	-0.3	2.1	5	4	-2.2	2.8	-17	-4
5	CCOC(=O)c1c(NC(=O)Cn2cnc([N+](=O)[O-])n2)sc2c1CCC(C)C2 (stereo not drawn)	-8	-1.5	1.2	3	-5	-1.1	-0.6	8	5
41	COCCCNC(=O)CS(=O)(=O)Cc1nc(-c2ccccc2C)oc1C	-6	-0.6	-1.6	0	-1	-4.7	-1.4	9	6

# The listing continues:
No.	SMILES	BoNT-F LC inh	BoNT-A LC inh2	UGM FP inh	GDH-TPI inh	FBA Mtb inh	FadD28 binding	BioA inh	CCHF vOTU inh	PrPC TRFRET
51	O=C(CSC1=N/C(=C/c2ccco2)C(=O)N1c1ccc(OC(F)F)cc1)NC1CCS(=O)(=O)C1 (stereo not drawn)	-2	0.5	-2.5	4	-1	-2.9	x	3	-5
52	CCCCN(C1CCS(=O)(=O)C1)S(=O)(=O)c1ccc(C(C)C)cc1 (stereo not drawn)	-1	0.8	-0.7	7	7	-0.4	-2.6	-5	-6
53	COc1ccc(C2(C(=O)Nc3ccc(C(=O)N4CCOCC4)cc3)CCOCC2)cc1	2	0.5	-2.7	-9	-3	-3.3	0.0	11	0
54	CCC(Oc1ccccc1OC)C(=O)Nc1ccc2c(c1)n(C)c(=O)n2C (stereo not drawn)	u	2.0	0.6	1	0	1.7	2.4	-19	-6
55	Cc1onc(-c2c(F)cccc2Cl)c1C(=O)Nc1nnc(C2CC2)s1	2	0.2	2.5	-1	-1	-3.2	-0.4	9	4
56	O=c1[nH]c2ccc(S(=O)(=O)Nc3ccc(Cl)cc3)cc2[nH]1	u	-1.6	-1.0	6	0	-5.1	-0.7	-7	1
57	Cc1cccc(S(=O)(=O)N(C)C[C@@H]2OCc3cnnn3CCCC(=O)N([C@@H](C)CO)C[C@@H]2C)c1	-5	0.0	x	-1	-1	-3.1	-0.7&0.7&-0.5	-8	-6
58	O=C(/C=C/c1ccc(S(=O)(=O)N2CCOCC2)cc1)NC(CO)C(O)c1ccc([N+](=O)[O-])cc1 (stereo not drawn)	-12	-0.7	-2.0	11	1	-1.7	-0.5	6	-20
59	CC(=O)N1CCN(c2ccc(S(=O)(=O)N3CCCCC3)cn2)CC1	-7	-3.6	3.8	9	1	-1.8	6.0	5	-6
60	Cc1cc(=O)oc2cc(OC(=O)CCCCCN3C(=O)c4ccccc4C3=O)ccc12	-8	0.0	3.8	10	153*	-4.4	x	-145	-5
61	Cc1ccc(C(=O)N/C(=C/c2cn(-c3ccccc3)nc2-c2ccccc2)C(=O)O)cc1	-7	-5.2	5.0	22	0	-1.9	0.5	39*	5
62	CN1CCN(CCCNC(=O)Cn2nc(-c3ccccc3)ccc2=O)CC1	2	0.5	-2.3	11	1	1.3	-1.9	3	2
63	O=C(NNC(=O)c1ccccc1O)c1ccc(NS(=O)(=O)c2ccc(F)cc2)cc1	1	0.4	5.0	9	5	-0.3	-1.0	-1	0
64	O=C(CCN1C(=O)c2ccccc2C1=O)N1CCN(Cc2ccccc2)CC1	-3	-0.6	-0.6	7	0	-1.2	3.0	-6	-2
65	Cc1ccccc1C(=O)NNC(=O)C1CCN(c2ncccn2)CC1	-4	0.2	-0.8	-3	4	-0.6	-0.5	-13	4
66	Cc1cc2c(c(/C=C/C(=O)c3ccccc3)c1)OC1(C=C2)Oc2ccccc2C(=O)N1C (stereo not drawn)	6	-0.3	-1.7	7	-1	-7.4	x	-4	10
67	Cc1ccc(-n2c(CCc3ccccc3)n[nH]c2=S)cc1C	x	x	1.8	3	1	-0.6	2.2	-4	6
68	O=C(CSc1nnc(-c2ccccn2)n1Cc1ccccc1)N1CCOCC1	4	-0.8	0.8	-1	-1	0.6	-0.5	7	7

# Looked up above:
# For BioA inh, compound 6 is listed with 0.9
# For BoNT-A LC inh2, compound 1 is listed with 0.4
# For FadD28 binding, compound 14 is listed with 0.9
# For BioA inh, compound 16 is listed with -0.1
